Bioassay records from PubChem BioAssay.
NCI-60 one-dose screen, 48 h, at 10 µM unless noted. Numbers give growth in % (100 = growth as untreated, 0 = no growth, -100 = all killed).
CAKI-1: CAKI-1 renal cancer | hit rate 4.7% among 75,000
NCI-H522: NCI-H522 lung cancer; AID 1794739; hit rate 8% among 78,000
NCI-H460: NCI-H460 lung cancer. hit rate 6.8% among 82,000. AID 1794736
RXF 393: RXF 393 renal cancer cells | hit rate 6.9% among 77,000
ACHN: ACHN renal cancer. hit rate 4.9% among 81,000. AID 1794771
TK-10: TK-10 renal cancer cells. hit rate 3.9% among 81,000
UO-31: UO-31 renal cancer; hit rate 5.2% among 81,000
786-0: 786-0 renal cancer cells; hit rate 5.1% among 81,000
NCI-H322M: NCI-H322M lung cancer. hit rate 2.7% among 80,000. AID 1794733
The depositor's hits bear a star; . = not tested or not shown; & = joins results of further samples. How the source made its calls: active means growth percent below 10; inactive means the rest. An unsorted share of the library (roughly 11% active in at least one column).

SMILES	CAKI-1	NCI-H522	NCI-H460	RXF 393	ACHN	TK-10	UO-31	786-0	NCI-H322M
N#Cc1c(-c2ccco2)nc(SCC(O)CN2CCOCC2)nc1N1CCOCC1 (stereo not drawn)	95	98	109	123	103	115	88	98	100
Cc1ccc(NC(=O)Nc2nc3ccccc3s2)cc1NC(=O)Nc1nc2ccccc2s1	.	-34*	89	95	84	111	67	97	98
CN1C=C(c2ccc3ccccc3n2)C(c2c[nH]c3ccccc23)c2ccccc21 (stereo not drawn)	94	68	98	119	90	118	69	112	84
COc1cccc2cc(-c3cc4ccccc4[nH]3)/c(=N/C(=S)Nc3ccc(Cl)cc3)oc12	80	85	74	.	59	97	88	72	79
CCOP(=O)(OCC)c1nc(-c2ccccc2)oc1NCCC(=O)O	100	89	108	120	106	103	84	106	104
O=c1c(N=Nc2ccc(Cl)cc2)c(O)n(-c2ccc(Cl)cc2)n1-c1ccc(Cl)cc1	58	53	59	102	74	81	68	91	86
O=S(=O)(O)CCCCCCc1ccccc1	102	117	106	88	120	114	93	96	107
COc1ccc(-c2cn(-c3cccc(C(=O)/C=C/c4cccc(O)c4)c3)c(=O)[nH]2)cc1OC	94	96	104	96	101	119	83	113	97
O=C1N/C(=N\c2nccs2)S/C1=C\c1ccco1	51	66	25	80	46	100	41	50	70
N#Cc1c(N2CCOCC2)nc2sc3cc(Cl)ccc3n2c1=N	111	94	91	73	98	160	63	95	117
CN(CCOc1ccc(CC2SC(=O)NC2=O)cc1)c1ccccn1 (stereo not drawn)	96	96	102	110	85	103	72	108	95
N#Cc1nnc2cc(-c3ccccc3)nn2c1C1CC1	79	93	97	98	93	148	.	85	93
Nc1ccc(S(=O)(=O)NCC(=O)O)cc1	98	96	109	114	106	102	87	101	106
COc1ccc(NC(=O)Nc2ccc(-c3ccc(OC)c(OC)c3)nc2C)cc1	.	50	18	58	.	60	82	11	87
O=C1Nc2ccc([N+](=O)[O-])cc2C1=Nc1ccccc1	77	110	109	143	78	111	69	102	96
N#Cc1cnc(NC2C3CC2C3)nc1-n1cnc2ccccc21 (stereo not drawn)	51	59	47	61	44	48	57	66	59
O=C1CCC(N2C(=O)c3ccc(NS(=O)(=O)c4ccccc4OC(F)(F)F)cc3C2=O)C(=O)N1 (stereo not drawn)	.	69	115	.	87	63	3.5*	48	46
COc1ccc(-c2nc(SCc3nc4ccccc4[nH]3)nc(N3CCCCC3)c2C#N)cc1	93	72	99	79	101	80	58	84	92
Nc1nc(C(=O)O)cc(=O)[nH]1	81	90	100	98	93	94	90	93	112
CCOC(=O)c1c(C)oc2ncnc(Nc3ccc(F)cc3)c12	98	93	100	100	99	96	92	93	101
COc1cc(-c2nc(SCc3ccc(F)cc3)[nH]c(=O)c2C#N)ccc1OCc1ccccc1	91	95	103	126	103	109	94	102	102
CC(C)(C)OC(=O)N1CC(Cn2cc(C(F)(F)F)c3c(Cl)ncnc32)C1	.	40	-59*	-64*	73	115	-95*	107	-90*
NC(=O)C(=CNC(=S)Nc1ccccc1)C(N)=O	100	93	104	103	101	104	86	102	103
C=CCn1cc(-c2nc3ccccc3s2)c2cc(-c3ccc4c5c(cccc35)C(=O)N(Cc3ccccc3)C4=O)ccc21	87	90	103	117	107	128	81	.	103
CCOC(=O)c1ccc(N=C2NC(=O)/C(=C/N(C)C)S2)cc1	90	95	110	96	106	108	81	101	102

Pulled one by one from above, 4 records:
SMILES	CAKI-1	NCI-H522	NCI-H460	RXF 393	ACHN	TK-10	UO-31	786-0	NCI-H322M
N#Cc1c(N2CCOCC2)nc2sc3cc(Cl)ccc3n2c1=N	111	94	91	73	98	160	63	95	117
N#Cc1nnc2cc(-c3ccccc3)nn2c1C1CC1	79	93	97	98	93	148	.	85	93
Nc1nc(C(=O)O)cc(=O)[nH]1	81	90	100	98	93	94	90	93	112
COc1ccc(NC(=O)Nc2ccc(-c3ccc(OC)c(OC)c3)nc2C)cc1	.	50	18	58	.	60	82	11	87

Next entries:
SMILES	CAKI-1	NCI-H522	NCI-H460	RXF 393	ACHN	TK-10	UO-31	786-0	NCI-H322M
Cc1cc(NC(=O)COC(=O)c2sc3cc(F)ccc3c2Cl)no1	110	99	116	33	106	125	39	101	112
Cn1cc(-c2cc(N)n3nc(-c4c[nH]c5ccc(Cl)cc45)cc3n2)c2cccnc21	-62*	-82*	-47*	-73*	-99*	-86*	-77*	-93*	-84*
N#Cc1c(-c2ccc(F)cc2)nc(N/N=C/c2cccc(O)c2)nc1N1CCOCC1	.	70	98	54	67	63	45	65	81
COC(=O)CCNS(=O)(=O)/N=C1\NC(=O)NC1=C(Cl)Cl	102	104	103	117	98	125	91	105	102
O=C(Nc1ccc(Cl)c(Cl)c1)N1CCN(c2cc(-c3cn(-c4ccccc4)nc3-c3cccc(O)c3)ccn2)CC1	72	45	56	54	58	90	50	63	79
C[C@@H](COc1ccn(-c2ccc(F)cc2)c(=O)c1)Oc1ccccc1	100	112	110	.	104	97	86	94	102
CCCCCCCCCCCCCCC1CC(=O)OC1=O (stereo not drawn)	92	90	103	126	98	104	94	96	91
Cc1ccc(C(C)C)cc1C(O)CN1CCOCC1 (stereo not drawn)	102	84	111	91	90	88	86	107	99
O=C(CN1CCOCC1)Nc1ccc(Cn2nnc3c2C(=O)c2nnn(Cc4ccc(NC(=O)CN5CCOCC5)cc4)c2C3=O)cc1	73	-43*	5.7*	-19*	59	80	85	12	-3.0*
Cc1ccc(/C=C2\C(=O)N(C)c3ccc(-c4ccc(C(C)(C)C)cc4)cc32)s1	77	89	95	110	83	137	55	99	89
C[C@@H]1CCC2=C(CCC[C@]2(C)C(=O)O)[C@@]1(C)CCc1ccoc1	100	77	97	105	101	92	88	112	93
Clc1ccc2c(c1)nnc1c3cccnc3[nH]c21	.	49	104	.	104	155	93	86	115
CCOc1cc(F)c([N+](=O)[O-])cc1[N+](=O)[O-]	19	-56*	106	12	13	13	45	60	103
O=C(c1ccccc1)C(Sc1ccccc1)c1ccccc1 (stereo not drawn)	82	62	68	81	35	101	80	104	108
C=CCSc1nc2ccccc2cc1/C=C1/SC(=O)NC1=S	86	92	101	96	96	129	77	105	97
Cc1cc2ccccc2c[n+]1CCC1CCCCC1	97	64	96	107	102	105	92	93	120
CCN(CC)CCOC(=O)Nc1cc(Cl)cc(Cl)c1	72	92	112	98	97	111	79	105	109
CCOc1ccccc1/C=N\Nc1ccc(S(=O)(=O)c2ccc(N/N=C/c3ccccc3OCC)cc2)cc1	67	95	99	112	89	126	67	103	92
CC(C)(C)c1cc(N(C(=O)c2cnco2)C2CCCC2)cc(C(C)(C)C)c1O	.	58	59	49	56	.	53	70	107
CCOC(=O)c1c(-c2cccs2)c(C#N)c(=O)n(Cc2nc3ccccc3[nH]2)c1N	81	94	101	95	93	157	61	103	103
CCCOC(=O)N[C@H]1CCc2c(Cl)c(OC)c(OC)c(OC)c2-c2ccc(SC)c(=O)cc21	14	12	2.0*	24	31	49	23	4.3*	32
CCN(CC)CCN1C(=O)c2ccccc2C1=O	98	70	106	104	97	84	88	101	93
CCOS(=O)(=O)c1c(C(C)C)cc(C(C)C)cc1C(C)C	.	100	103	108	104	95	92	105	.
N=c1c2ccccc2nc2n1CCCCC2	95	116	113	110	105	123	90	119	112
O=C(Oc1cccc(O)c1)c1ccccc1	76	.	108	.	94	98	.	85	93
SMILES	CAKI-1	NCI-H522	NCI-H460	RXF 393	ACHN	TK-10	UO-31	786-0	NCI-H322M
CC/C=C1/C(=O)C=C[C@@H]1C/C=C\CCCC(=O)O	85	24	97	110	86	105	103	102	113
COc1ccc(CCn2nnc3ccccc3c2=O)cc1OC	97	98	110	106	113	92	95	94	100
O=C(/C=C/c1cn(-c2ccccc2)nc1-c1ccc(OCc2ccccc2)cc1)c1ccc(OCc2ccccc2)cc1	100	98	108	104	112	100	84	110	100
COc1ccc(-c2conc2-c2ccccc2)cc1	33	-6.8*	7.4*	-22*	36	6.7*	45	27	46
COc1ccc(-c2nnc(COc3ccc(NC(=O)Nc4ccccc4)cc3F)o2)cc1	84	52	84	95	78	101	69	79	90
Cc1cc(C)c2c(Cn3cc(CSc4nc5cc(Cl)ccc5o4)nn3)cc(=O)oc2c1	93	97	108	118	108	116	85	106	110
NS(=O)(=O)c1ccc(CCn2c(SCc3ccccc3)nc3ccccc3c2=O)cc1	86	75	92	100	101	94	88	93	96
COC(=O)c1c(C)[nH]c(/C=C2\N=C(c3ccc[nH]3)C=C2OC)c1C	-25*	-60*	4.8*	-34*	-69*	0.5*	-73*	-28*	-3.0*
O=C(O)c1cnc(C2OCCO2)s1	93	85	108	105	108	97	95	97	110
[O-][n+]1onc(-c2csc(-n3nc(-c4ccccc4)cc3-c3ccccc3)n2)c1-c1ccccc1	84	81	100	94	97	115	83	97	103
O=C(NO)c1cc(=O)[nH]o1	105	.	103	102	100	97	90	101	98
O=S(=O)(O)C(C(I)I)S(=O)(=O)O	100	108	105	104	114	111	90	110	107
COC(=O)c1cc(-c2ccncc2)[nH]c(=O)c1C#N	94	93	106	108	110	94	.	103	102
COc1cc(C2C(C#N)=C(N)N(c3ccc(F)cc3F)C3=C2C(=O)CC(C)(C)C3)cc(OC)c1O (stereo not drawn)	88	94	110	.	110	102	83	102	104
CCOC1=C(C#N)CC2(CC1)c1ccccc1-c1ccccc12	69	89	97	112	91	115	66	97	84
COc1ccc2oc(=O)cc(Cc3cn4ccccc4nc3=O)c2c1	.	90	107	103	.	91	93	97	100
CN[C@@H](CCCNC(N)=NC/C=C(/C)CCC=C(C)C)C(=O)N(C)[C@@H](CCCNC(N)=NCC=C(C)C)C(=O)N[C@H](C)[C@H](OS(=O)(=O)O)c1ccc(OS(=O)(=O)O)c(COS(=O)(=O)O)c1	106	84	110	102	113	.	98	97	102
O=C(c1ccc(Cc2n[nH]c(=O)c3cccnc23)cc1)N1CCOCC1	85	96	106	102	105	113	75	108	.
NCCCc1nn2c(CCC(=O)c3nc4ncccc4[nH]3)nnc2s1	86	85	104	107	95	131	57	106	95
CN(c1ccccc1)c1ncnc2c1ncn2C	94	.	101	122	101	105	80	106	115
Cc1ccc(S(=O)(=O)OCCCOS(=O)(=O)c2ccc(C)cc2)cc1	68	89	97	107	96	109	71	91	92
N#C/C(C(=O)Nc1ccc(S(N)(=O)=O)cc1)=C1\C(=O)Nc2ccc([N+](=O)[O-])cc21	89	92	100	129	96	109	73	101	97
CC1=CC(=O)C(Sc2ccc(C)cc2)=CC1=O	109	80	106	88	86	104	58	103	.
Nc1nc(-c2ccccc2)ns1	89&86	79&96	106&103	103&96	95&97	115&120	59&55	102&103	89&111
CCOC(=O)c1ccc2c(c1)n([O-])c(C(=O)Nc1ccccc1)c(-c1ccccc1)[n+]2=O	99	69	83	98	100	130	79	99	116

Next section; it opens with the 2 that closed the last part.
SMILES	CAKI-1	NCI-H522	NCI-H460	RXF 393	ACHN	TK-10	UO-31	786-0	NCI-H322M
Nc1nc(-c2ccccc2)ns1	89&86	79&96	106&103	103&96	95&97	115&120	59&55	102&103	89&111
CCOC(=O)c1ccc2c(c1)n([O-])c(C(=O)Nc1ccccc1)c(-c1ccccc1)[n+]2=O	99	69	83	98	100	130	79	99	116
CCc1ccc(Nc2cc(C)nc3nc(C)nn23)cc1	0.4*	-15*	-43*	-67*	-2.9*	-6.1*	13	35	62
COc1ccc(C(=O)NN2CC(C)OC(C)C2)cc1OC1CCCC1 (stereo not drawn)	96	106	106	124	106	105	92	104	107
COc1ccc(-c2cnc3c(-c4cccc5cnccc45)cnn3c2)cc1	61	48	23	49	-1.1*	66	52	29	68
O=C(c1ccccc1)c1nn(-c2ccccc2)c(=O)cc1-c1ccccc1	82	.	107	98	92	106	69	91	81
CN(C)CCC(=O)c1ccc(-c2ccccc2)cc1	96	100	105	109	114	101	82	101	102
ClCCOC1CC2CCC1C2 (stereo not drawn)	93	109	104	126	106	112	107	101	110
O=c1[nH]c(N2CCOCC2)nc2c(-c3cccc4c3sc3ccccc34)cc(Cl)cc12	87	77	101	96	94	89	89	88	106
COc1cccc(Cc2cc(-c3ccccc3)nn(Cc3ccccc3)c2=O)c1	51	45	64	77	61	75	41	70	84
CCOC(=O)C1=C(C)NC(C)=C(C(=O)OC)C1c1cccc(Cl)c1Cl (stereo not drawn)	46	.	91	82	82	101	74	87	.
CC(=O)Nc1nc(-c2ccc(NS(=O)(=O)c3cccc4c(N(C)C)cccc34)cc2)cs1	78	55	76	88	75	100	64	95	89
O=C1Nc2ccccc2/C1=C/c1ccc(-c2cccc([N+](=O)[O-])c2)s1	89	85	106	110	109	114	86	105	104
O=C1C=CC=C/C1=C\N(O)c1ccc(Cl)cc1	72	66	72	105	59	118	66	60	114
COc1cc(-c2cc(/C=C3\C(=O)Nc4cc(Cl)ccc43)[nH]n2)cc(OC)c1OC	39	32	35	75	58	61	30	94	48
CN1CCN(C(=S)S)CC1	99	95	116	130	105	111	98	105	129
CSc1nc(N)n2nccc2n1	71	.	104	112	112	100	65	97	102
c1ccn2nnnc2c1	98	101	105	110	111	96	95	94	102
O=C1Nc2ccc(F)cc2/C1=N/N=C/c1cccc(F)c1	81	89	95	104	101	144	78	99	102
O=C(Nc1cccc(F)c1)C1=NCCCCN1	91	90	105	102	103	97	89	99	101
Cc1cc(C)c(C(=O)c2cccs2)c(C)c1	95	93	109	110	108	96	68	100	106

Results in RXF 393, for 4 of the compounds above:
compound,RXF 393
COc1cc(-c2cc(/C=C3\C(=O)Nc4cc(Cl)ccc43)[nH]n2)cc(OC)c1OC,75
CN1CCN(C(=S)S)CC1,130
CSc1nc(N)n2nccc2n1,112
c1ccn2nnnc2c1,110

Part of the list above, with bars between the fields:
SMILES | CAKI-1 | NCI-H522 | NCI-H460 | RXF 393 | ACHN | TK-10 | UO-31 | 786-0 | NCI-H322M
CCc1ccc(Nc2cc(C)nc3nc(C)nn23)cc1 | 0.4* | -15* | -43* | -67* | -2.9* | -6.1* | 13 | 35 | 62
c1ccn2nnnc2c1 | 98 | 101 | 105 | 110 | 111 | 96 | 95 | 94 | 102
